TDP1 block – qHTS Assay for Inhibitors of Tyrosyl-DNA Phosphodiesterase (TDP1); Potency, µM (titrated, usually from 130 µM), without a hit: at the top dose activity change, negative = inhibition, most hits filed as inhibitors; 0.28% of 350,000 active; AID 485290, 2010; recombinant TDP1, AlphaScreen DNA substrate cleavage; also: nearly all actives have a fitted effect of over 40% in size
Target sequence (Q9NUW8 whole entry, looked up): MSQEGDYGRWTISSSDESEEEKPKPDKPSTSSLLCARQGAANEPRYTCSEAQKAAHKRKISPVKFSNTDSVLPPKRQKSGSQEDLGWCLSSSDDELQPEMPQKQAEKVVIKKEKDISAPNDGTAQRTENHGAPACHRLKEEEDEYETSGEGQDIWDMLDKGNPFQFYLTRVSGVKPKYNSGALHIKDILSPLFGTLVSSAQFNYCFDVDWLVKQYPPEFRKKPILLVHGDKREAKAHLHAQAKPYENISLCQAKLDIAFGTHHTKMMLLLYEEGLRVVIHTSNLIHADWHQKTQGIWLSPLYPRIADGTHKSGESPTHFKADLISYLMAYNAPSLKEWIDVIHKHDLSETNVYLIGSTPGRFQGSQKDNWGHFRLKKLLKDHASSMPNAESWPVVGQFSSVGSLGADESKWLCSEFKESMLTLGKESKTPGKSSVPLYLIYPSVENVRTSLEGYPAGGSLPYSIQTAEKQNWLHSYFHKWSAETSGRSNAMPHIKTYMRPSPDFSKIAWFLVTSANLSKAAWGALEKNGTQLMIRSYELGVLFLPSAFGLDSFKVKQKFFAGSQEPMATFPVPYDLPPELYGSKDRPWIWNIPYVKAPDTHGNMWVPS
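Recombinant human Tdp1 (E. coli-expressed, 1 nM final) preincubated with compounds 15 min at room temperature, then 5'-biotin/3'-phosphotyrosine-FITC DNA substrate (15 nM final) added for 5 min. AlphaScreen beads (10 ug/ml final) added 10 min; cleavage lowers signal.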
TDP1 cell noCPT – qHTS for Inhibitors of human tyrosyl-DNA phosphodiesterase 1 (TDP1): qHTS in cells in absence of CPT. DT40 Tdp1-/- hTDP1 cells, no CPT, ATP luminescence, 48 h. Potency, µM (titrated, usually from 46.2 µM), without a hit: at the top dose activity change, negative = growth inhibition, most hits filed as inhibitors. 15% of 420,000 active; also: nearly all actives have a fitted effect of over 55% in size
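No-CPT arm: Tdp1-/-;hTDP1 DT40 cells (400/well) plus compounds, incubated ≥48 hr at 37 °C. Readout CellTiter-Glo luminescence.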
TDP1 cell CPT – qHTS for Inhibitors of human tyrosyl-DNA phosphodiesterase 1 (TDP1): qHTS in cells in presence of CPT. chicken DT40 Tdp1-/-;hTDP1 cells + 20 nM CPT, ATP luminescence, 48 h. Potency, µM (top dose mostly 46.2 µM), without a hit: at the top dose activity change, negative = growth inhibition, most hits filed as inhibitors. 12% of 420,000 active; also: nearly all actives have a fitted effect of over 55% in size
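Chicken DT40 Tdp1-/- cells stably complemented with human TDP1 were seeded at 400 cells/well in medium containing 20 nM camptothecin, exposed to pin-transferred compounds, and grown at 37 °C for at least 48 hr. Viability was read as ATP luminescence.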
* = called active by the depositor; ? = inconclusive; · = not tested or not shown; [ ] = another dose, or the depositor's remark. Calls follow the shape of the dose curve; as a rule, active = well fitted curve in the direction sought with a large enough effect; inconclusive = small, poorly fitted or top-dose-only effect, or another doubt; inactive = no such curve, though single readings can be large; an effect the other way counts as inactive or inconclusive. % is scaled to controls: 0 for no effect and ±100 for the full control effect; potency is read from the fitted curve at half-maximal effect. Compounds were not picked by outcome, and some 18% of all compounds hit somewhere here.

structure | TDP1 cell CPT | TDP1 block | TDP1 cell noCPT
CCCC(C)NC(=O)COC(=O)c1ccc(Cl)c(S(N)(=O)=O)c1 (centres undefined) | 0.8% | 2.0% | 4.1%
O=C(CCCOc1ccc(Cl)cc1Cl)Nc1ccncc1 | ? | 0.7% | ?
CCOC(=O)C1=C(C)NC(SCC(=O)O)=NC1c1ccccc1 (centres undefined) | -8.5% | -2.0% | -26.9%
CCOC(=O)C1=C(C)N(C)C(=O)C1CC(=O)O (centres undefined) | -2.6% | 0.0% | -1.5%
COc1ccccc1C(CNC(=O)C1CCN(C(=O)Nc2ccccc2)CC1)N1CCCC1 (centres undefined) | -2.0% | -3.0% | 14.2%
O=C(CN1C(=O)NC2(CCCCC2)C1=O)N1CCN(S(=O)(=O)/C=C/c2ccccc2)CC1 | -10.6% | 4.5%[0.505 µM] | -8.4%
CCOc1c(Br)cc(C(N)=O)cc1OC | -12.5% | -1.9% | -20.8%
O=C(Nc1ccc(F)cc1)c1cc2cc(Cl)ccc2[nH]1 | -13.5% | · | -25.0%
O=C(O)c1cnn(-c2nc(-c3ccc(Cl)c(Cl)c3)cs2)c1C(F)(F)F | ? | · | ?
NCc1cc2c3c(c1)CCCN3CCC2 | 0.4% | · | -3.6%
COc1ccc(CNC(=O)CCc2cc(OC)c(OC)c(OC)c2)cc1 | -2.2% | · | -6.2%
CC(C)CCn1c(O)c(N=Nc2ccccn2)c2ccccc21 | ? | 9.4% | ?
COc1ccccc1N1C(=O)c2cccc3c(Cl)ccc(c23)C1=O | ? | · | 13µM*
Cc1ccc(C(=O)N2CCN(c3cccc(C)c3C)CC2)o1 | 16.4µM* | 9.6% | ?
COCCc1nn2c(=O)cc(COC(=O)c3ccc4c(c3)OCO4)nc2s1 | -1.9% | · | -13.8%
Cc1c(-n2c(SCC(=O)O)nnc2-c2ccccc2Cl)c(=O)n(-c2ccccc2)n1C | -2.7% | 4.0% | 0.2%
CSc1cccc(NC(=O)Cn2nc(C)c3sc4ccccc4c3c2=O)c1 | -24.1% | 8.6% | -22.1%
Cc1cc(NC(=O)C2CCCCC2C(=O)O)ccc1NC(=O)c1ccccc1 (centres undefined) | 2.8% | 6.8% | -2.0%
CC(=O)N1CCN(CC(=O)Nc2c(Cl)cccc2Cl)CC1 | -20.8% | 0.0% | -9.6%
CCN(CC(=O)Nc1ccc(NC(C)=O)cc1)C(=O)/C=C/c1c(C)nn(-c2ccc(F)cc2)c1Cl | ? | 5.8% | ?
NC(=Nc1ccc(Br)cc1)c1ccccc1 | -7.2% | · | ?
Cc1ccccc1NC(=S)NCC1CCN(C(C)c2ccccc2)C1 (centres undefined) | ? | 0.0% | -12.7%
CN(C)C(CNC(=O)c1cccc(S(=O)(=O)Nc2ccc(Br)cc2)c1)c1ccco1 (centres undefined) | 4.7% | -9.5%[0.505 µM] | ?
CC1CCCCC1NC(=O)CCn1c(=S)[nH]c2ccccc2c1=O (centres undefined) | -27.6% | · | ?
Cc1ccccc1-c1nc(CS(=O)CC(=O)NCc2ccc3c(c2)OCO3)c(C)o1 (centres undefined) | ? | 6.0% | ?
Cc1ccc(C(=O)N/N=C\c2ccccn2)cn1 | -2.6% | 2.4% | -15.5%
O=C(CCNC(=O)C1CCN(S(=O)(=O)c2ccccc2)CC1)NCc1ccc(Cl)c(Cl)c1 | ? | 4.7% | ?
COc1ccc(N(CC(=O)N/N=C(\C)c2ccccc2)S(=O)(=O)c2ccccc2)cc1 | -15.1% | · | 4.5%
O=C(NCC(c1ccco1)N1CCc2ccccc2C1)c1ccc(Br)cc1 (centres undefined) | ? | -4.3%[0.505 µM] | 23.1µM*
COC(=O)/C=C\C(=O)Nc1cccc([N+](=O)[O-])c1 | 1.03µM* | 5.6% | 2.06µM*

Taken from the results shown, 2 compounds:
structure | TDP1 cell CPT | TDP1 block | TDP1 cell noCPT
NC(=Nc1ccc(Br)cc1)c1ccccc1 | -7.2% | · | ?
Cc1ccccc1NC(=S)NCC1CCN(C(C)c2ccccc2)C1 (centres undefined) | ? | 0.0% | -12.7%

The results go on.
structure | TDP1 cell CPT | TDP1 block | TDP1 cell noCPT
Cc1ccc(COC(=O)CN2C(=O)NC3(CCCC3)C2=O)cc1 | ? | 0.6% | ?
Cc1ccccc1N(CC(=O)N/N=C/c1ccc(N(C)C)cc1)C(=O)c1ccccc1 | ? | 0.0% | ?
COc1cc(OC)c(NC(C)C(=O)N2CCCC2)cc1Cl (centres undefined) | 0.5% | -1.8% | 17.6%
O=C(c1cccs1)N1CCN=C1SCc1ccccc1F | 0.5% | · | -25.0%
CCc1ccc(C(=O)NNC(=O)[C@H](C)NC(=O)c2ccco2)cc1 | 27.4% | -0.2% | 10.9%
CCOc1ccc(C2CC(c3cccc(C)c3)n3ncnc3N2)cc1 (centres undefined) | 13µM* | 6.5% | 23.1µM*
O=C(Nc1ccc(C(=O)OCc2cc(=O)n3nc(C4CC4)sc3n2)cc1)c1ccccc1 | -18.8% | 1.2% | -20.8%
COc1ccc(-n2nc(C(=O)N3CCCC(C)C3)c3c4ccccc4n(C)c3c2=O)cc1Cl (centres undefined) | 16.4µM* | 0.0% | -97.1%
Cc1ccccc1NC(=O)c1ccc(F)c(S(=O)(=O)NCC2CCCO2)c1 (centres undefined) | -1.9% | 0.5% | 17.2%
COc1ccc([C@H]2CC(=O)C[C@@H](CCn3cc(CCc4ccccc4)nn3)O2)cc1 | -26.3% | · | ?
CCCCN(Cc1cccs1)S(=O)(=O)c1cc(-c2cc(C)no2)ccc1C | ? | -7.9% | ?
COCCNCCCOc1ccc(C(C)(C)c2ccccc2)cc1 | ? | -1.1% | ?
COC(=O)c1ccc(OCC(=O)Nc2ccccc2C(=O)NC2CC2)cc1 | ? | -2.2% | ?
CCN(CC)C(=S)NC(=O)Cc1ccccc1 | 4.2% | 2.4% | -6.3%
Cc1ccc(S(=O)(=O)NCCNC(=O)CN2CCCC2)cc1 | 5.6% | 1.0% | -19.8%
O=[N+]([O-])c1ccc(-c2nc(Nc3cccc(O)c3)c3ccccc3n2)cc1 | 16.4µM* | · | 4.11µM*
Cc1ccc2c(O)c(Cc3ccccc3)c(=O)[nH]c2n1 | -7.6% | · | -11.8%
CC1(C2CC(C(F)(F)F)n3nc(C(=O)O)cc3N2)CC1 (centres undefined) | 6.0% | -7.7% | -5.3%
Cc1cc(C)n(CC(=O)c2cccc([N+](=O)[O-])c2)n1 | -2.6% | 1.2% | ?
C/C(=N/NC(=O)NC12CC3CC(CC(C3)C1)C2)c1ccccc1 | -1.0% | · | ?
CCCn1c(SCC(=O)c2cc(OC)ccc2OC)nc2c1c(=O)n(C)c(=O)n2C | -13.5% | 0.0% | -9.8%
CC(C(=O)O)C1CCC2C3CC=C4CC(O)CC[C@@]4(C)C3CC[C@]12C (some centres undefined) | 2.4% | 6.3% | 0.1%
CCCCn1c(=O)n(CC(=O)Nc2ccc(C)c(Cl)c2)c(=O)c2c1ncn2Cc1ccco1 | -43.7% | 1.1% | -52.0%
Cc1ccccc1OCCCCCn1ccnc1 | 20.6µM* | 5.2% | 16.4µM*
CCSc1nnc(NC(=O)CCC2CCCCC2)s1 | -5.8% | · | -3.9%
C[C@H]1CN([C@@H](C)CO)C(=O)CCCn2cc(nn2)CO[C@@H]1CN(C)C(=O)Nc1ccc(C(C)(C)C)cc1 | 3.3% | · | -27.5%
O=C(NCCCn1ccnc1)c1sc2cccc(F)c2c1Cl | -22.8% | 7.8% | ?
COc1ccc(C2=NOC(C(=O)Nc3cccc(O)c3)C2)cc1 (centres undefined) | 11.4% | · | -15.5%
CCN1CCN(Cc2ccc(OCc3ccccc3)c(OC)c2)CC1 | -5.9% | 2.0% | -18.3%
O=C(OCc1nc2ccccc2s1)c1ccc(Br)o1 | 6.6% | -5.0% | -1.2%

14 of the compounds above, with values under each structure:
Each structure is followed by: TDP1 cell CPT, TDP1 block, TDP1 cell noCPT
> CCN(CC)C(=S)NC(=O)Cc1ccccc1
→ 4.2%, 2.4%, -6.3%
> Cc1ccc(S(=O)(=O)NCCNC(=O)CN2CCCC2)cc1
→ 5.6%, 1.0%, -19.8%
> O=[N+]([O-])c1ccc(-c2nc(Nc3cccc(O)c3)c3ccccc3n2)cc1
→ 16.4µM*, ·, 4.11µM*
> Cc1ccc2c(O)c(Cc3ccccc3)c(=O)[nH]c2n1
→ -7.6%, ·, -11.8%
> CC1(C2CC(C(F)(F)F)n3nc(C(=O)O)cc3N2)CC1 (centres undefined)
→ 6.0%, -7.7%, -5.3%
> Cc1cc(C)n(CC(=O)c2cccc([N+](=O)[O-])c2)n1
→ -2.6%, 1.2%, ?
> C/C(=N/NC(=O)NC12CC3CC(CC(C3)C1)C2)c1ccccc1
→ -1.0%, ·, ?
> CCCn1c(SCC(=O)c2cc(OC)ccc2OC)nc2c1c(=O)n(C)c(=O)n2C
→ -13.5%, 0.0%, -9.8%
> CC(C(=O)O)C1CCC2C3CC=C4CC(O)CC[C@@]4(C)C3CC[C@]12C (some centres undefined)
→ 2.4%, 6.3%, 0.1%
> CCCCn1c(=O)n(CC(=O)Nc2ccc(C)c(Cl)c2)c(=O)c2c1ncn2Cc1ccco1
→ -43.7%, 1.1%, -52.0%
> Cc1ccccc1OCCCCCn1ccnc1
→ 20.6µM*, 5.2%, 16.4µM*
> CCSc1nnc(NC(=O)CCC2CCCCC2)s1
→ -5.8%, ·, -3.9%
> C[C@H]1CN([C@@H](C)CO)C(=O)CCCn2cc(nn2)CO[C@@H]1CN(C)C(=O)Nc1ccc(C(C)(C)C)cc1
→ 3.3%, ·, -27.5%
> O=C(NCCCn1ccnc1)c1sc2cccc(F)c2c1Cl
→ -22.8%, 7.8%, ?

(more compounds)
structure | TDP1 cell CPT | TDP1 block | TDP1 cell noCPT
COc1ccc(-c2cc(-c3ccccc3)nc(SCC(=O)CC(=O)OC(C)C)c2C#N)cc1 | ? | -1.9% | ?
CCOC(=O)c1cc2c(=O)n3ccccc3nc2n(CCCOC)c1=NC(=O)c1c(-c2ccccc2Cl)noc1C | -1.3% | 2.9% | 4.5%
CC(=O)Nc1ccc(NC(=O)CSc2cn(CC(=O)N3CCOCC3)c3ccccc23)cc1 | -6.4% | -14.0% | 2.7%
C/C(=N\OC(=O)c1ccc(F)cc1)c1sc(-c2ccc(Cl)cc2)nc1C | 5.1% | · | -0.1%
CCc1nnc2c3ccccc3nc(Nc3ccccc3OC)n12 | -11.7% | 5.0% | ?
OCc1ccccc1-c1ccc2nncn2c1 | 6.6% | · | -0.1%
O=C1[C@H](Cc2ccccc2)NCCCC[C@H](c2ccc(Cl)cc2)N1Cc1ccc(Cl)cc1 | 23.1µM* | · | 18.4µM*
CCN(CC(=O)N1CCOCC1)S(=O)(=O)c1ccc(Cl)cc1 | 14.8% | 3.0% | -9.4%
CN1CCN(C(=O)c2ccc(S(=O)(=O)N(C)c3ccccc3)cc2)CC1 | -15.2% | · | -0.5%
CCOc1ccc(CCNC(=O)c2ccc(OCc3c(C)noc3C)cc2)cc1OCC | 25.9µM* | 3.1% | 20.6µM*
Cc1ccc2cc(C#N)c(N3CCCN(C(=O)C4CCCO4)CC3)nc2c1 (centres undefined) | -8.1% | 7.8% | -0.8%
CCc1nn(CC(=O)NCCCN2CCCC2=O)c(=O)c2cc3sccc3n12 | 0.9% | 3.3% | -0.2%
Cn1c(SCc2cccc(Br)c2)nnc1-c1ccccn1 | -24.1% | -2.8% | ?
COc1ccc(OC)c(S(=O)(=O)NCc2cn3ccsc3n2)c1 | 2.3% | -1.3% | -5.9%
O=C(NC1CCCCC1)c1cccc(S(=O)(=O)N2CCOCC2)c1 | -3.7% | -2.8% | -16.4%
O=C(Cn1nc(C(F)(F)F)c2c1CCCC2)N1CCOCC1 | 1.4% | 4.8% | 2.6%
CCOC(=O)c1ccc2nc(Nc3nc4ccc(F)cc4s3)sc2c1 | -21.9% | -5.6% | ?
CCC(=O)N1CCCC(C)(C(=O)Nc2ccc(OC(F)F)cc2)C1 (centres undefined) | -3.3% | · | -8.3%
COC(=O)C1CCN(C(=O)c2ccc(SC)cc2OC)CC1 | 6.7% | 4.0% | -3.6%
COc1ccc(C(=O)N(c2ccccc2)C2C=CS(=O)(=O)C2)cc1 (centres undefined) | -13.5% | 0.0% | 0.3%
COc1ccc(NC(=O)c2ccccc2NC(=O)CN2CCCCCC2)cc1 | ? | -0.1% | -25.6%
